# WT yeast gro inh – growth inhibition of WT strain, primary screen, mitochondrial fusion inhibitor project, WT and mutant strains, chemical genetic; mitochondrial fusion phenotypic screen; inhibition, % at 10 µM; 190,000 tested, 2.1% active; in the data active means inhibition above about 58%; tested in S. cerevisiae
# Autophagy mod – autophagy modulators in MEF cells, primary screen, imaging, high-content, MEF GFP-LC3 | MEF GFP-LC3 puncta imaging; test concentration mostly 10 µM | calls only at 10 µM (by protocol) | 190,000 tested, 0.98% active | AID 463193, 2010;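 active means percentage of spot-positive cells more than 3 SD above its plate mean, without a fluorescence outlier flag or 80% toxicity; inconclusive means no clear call, values can overlap the other calls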;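 further: spot-positive cell cutoff set from DMSO-treated cells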
# MT stabilize HCS – microtubule stabilizers in HeLa cells, primary screen, imaging, high-content imaging; HeLa tubulin immunostaining HCS, 24 h; share of cells brighter than vehicle mean+2SD; % tubulin-high responders, % at 10 µM; 200,000 tested, 0.83% active;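 active means plate Z-score above 3 for both tubulin-high and condensed-nucleus cell shares, with cell loss under 80%, at 10 µM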;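 further: anti alpha tubulin signal scored within the nucleus-defined area of each cell; some results filed as inactive read as strong as hits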
# Ins promoter up – insulin promoter activators in MIN6 cells, imaging, high-content screening, mouse beta cells. MIN6 insulin promoter-GFP reporter; hits give high values. z-score at 5 µM. 190,000 tested, 0.3% active. AID 1625, 2009;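 active means z-score above 3 at 5 µM with at least 500 cells counted in the well; inconclusive means wells under 500 cells, flagged as cytotoxic or low count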
# Myeloid diff MLP – induction of myeloid progenitor differentiation, primary screen, cell-based, flow cytometry, MLPCN library; ER-HoxA9 myeloid progenitors, lysozyme-GFP differentiation; calls only at 10 µM; 360,000 tested, 1% active;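 active means normalized GFP-positive differentiation at or above the plate's own cutoff, the solvent-only control mean plus 3 SD; inconclusive means no clear call, values can overlap the other calls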;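 further: cells exposed to compound for four days before flow analysis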
# T cell HTS – modulators of CD8 T cell-vesicle binding, primary screen, mouse 2C CD8+ T cells, flow cytometry; AID 2052, 2009; 330,000 tested, 0.068% active; calls only at 7 µM; 2C CD8+ T cell-vesicle binding; hits give low values;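 active means response, share of CD8 T cells binding vesicles, and their 90th percentile fluorescence all below set limits, cut at about 80% in these data, passing the limit was not always enough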
#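 Incubation: binding step 1.5 h, 37 °C, antibody labelling 20 min, ice; system: murine 2C transgenic CD8+ T lymphocytes; technique: cytometric PE anti-B7-1 and Alexa647 anti-CD8 signals after 1% paraformaldehyde fixation; also added: QL9-charged Drosophila Ld/ICAM-1/B7-1 vesicles; control set: naked versus QL9-loaded vesicles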
# Hep lipid drop – inhibitors of hepatocyte lipid droplet formation, primary screen, imaging, high-throughput imaging, BODIPY stain; 240,000 tested, 0.4% active; inhibition, % at 6.5 µM; AID 1656, 2009; AML12 mouse hepatocytes, oleate lipid droplets;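 active means lipid droplet intensity inhibited by at least 50%, with more than 500 cells counted; inconclusive means wells with under 300 cells, treated as cytotoxic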
#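 Assay system: AML12 hepatocytes (mouse); Probe or stimulus: oleic acid at 100 µM to induce lipid droplet formation; Dosing: compound at 6.5 µM only; Schedule: compound with oleate, overnight; Detection: fluorescence imaging, 20x objective, two fields per well; Measure: % inhibition of lipid droplet signal.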
# bCat nuc transl – modulators of beta-catenin nuclear translocation, primary screen, imaging, HeLa cells, immunofluorescence, high-content | nuclear translocation activity, % at 5 µM | 190,000 tested, 0.3% active | AID 1665, 2009;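 active means nuclear translocation activity above 50% at 5 µM, with a well cell count of 50 or more; inconclusive means wells under 50 cells across six images, flagged as toxic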;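 further: per-cell ratio of nuclear to cytoplasmic median beta-catenin stain intensity; plate controls were DMSO negative control for no effect and GSK-3 inhibitor IX positive control for full effect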
#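 Assay system: human HeLa cells, native beta-catenin; doses: 5 µM primary, 0.02–20 µM confirmation; incubation: compound treatment 24 h, 37°C, 5% CO2; technique: fluorescence imaging of beta-catenin antibody stain plus DAPI; measure: % activation, nuclear-to-cytoplasmic median beta-catenin signal ratio per cell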
# West Nile antiviral – West Nile virus antiviral activity, cell-based, CPE readout (AID 1621); one-dose CPE inhibition, % at 10 µM; IC50 in µM for titrated hits; West Nile virus-infected cells, CPE inhibition; higher % means a stronger effect; 290,000 tested, 0.02% active; in the data active means a potency from the dose series; inconclusive means CPE inhibition mostly from about 3.7% at the one dose, without a potency; inactive means the rest, 99 in 100 with CPE inhibition below about 2.2%; further: strong numbers were not always called active
# WT yeast gro inh mutant strain – also measured in WT yeast gro inh; calls as there; inhibition, %; mitochondrial fusion phenotypic screen, mutant strain inhibition
# Ins promoter up cell count – also measured in Ins promoter up; calls as there; cell count; measured here: cytotoxicity, nuclei count;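 total cells summed across four imaged fields per well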
# Hep lipid drop cells 6.5 µM – also measured in Hep lipid drop; calls as there; cell count; measured here: cell count, cytotoxicity flag;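 cells counted across two imaged fields per well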
# bCat nuc transl cell count 5 µM – also measured in bCat nuc transl; calls as there; cell count; measured here: cell count, cytotoxicity flag
# T cell HTS vesicle-bound % – recorded beside T cell HTS, whose call it bears; double positive events, %; measured here: CD8+ vesicle-bound cell fraction;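 binding gate set so that unloaded-vesicle control wells show 10% double positive cells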
# MT stabilize HCS Hoechst-high % – recorded beside MT stabilize HCS, whose call it bears; % Hoechst-high responders; measured here: nuclear condensation Hoechst responders;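 share of cells brighter than vehicle mean plus two SD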
# MT stabilize HCS cytotoxicity % – also measured in MT stabilize HCS; calls as there; toxicity, %; measured here: cytotoxicity by cell density;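 0% = mean cell density of plate MIN control wells and 100% = no cells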
# Autophagy mod cell loss 18 h – second read-out of Autophagy mod, no call of its own (marks repeat the call); toxicity, %; measured here: cell loss, nuclei count;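 cell loss after 18 h compound exposure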
# Myeloid diff MLP GFP+ MAC1+ % – second read-out of Myeloid diff MLP, no call of its own (marks repeat the call); GFP+ MAC1+ double positive, %; measured here: differentiation confirmed by MAC1 staining
# An asterisk follows results filed as active; i = inactive; ? = inconclusive; . = not tested or not shown. The order is random. Share with any hit: about 3.9%.
# Every second line gives: WT yeast gro inh	WT yeast gro inh mutant strain	Autophagy mod	Autophagy mod cell loss 18 h	MT stabilize HCS	MT stabilize HCS Hoechst-high %	MT stabilize HCS cytotoxicity %	Ins promoter up	Ins promoter up cell count	Myeloid diff MLP	Myeloid diff MLP GFP+ MAC1+ %	T cell HTS	T cell HTS vesicle-bound %	Hep lipid drop	Hep lipid drop cells 6.5 µM	bCat nuc transl	bCat nuc transl cell count 5 µM	West Nile antiviral
Cc1nnc2c(NC3CCCCC3)nc3ccccc3n12
    .	.	.	.	.	.	.	.	.	i	0.8	i	63.9	11.9	773	.	.	0.6%
O=C(Nc1ccccc1C(=O)Nc1nncs1)c1ccccc1
    .	.	.	.	.	.	.	0.37	994	i	0.6	i	35.6	-29.3	737	-0.5	1300	0.2%
COc1ccc(CCNC(=O)C2CCCN(S(=O)(=O)c3ccc(F)cc3)C2)cc1 (stereo unspecified)
    .	.	.	.	.	.	.	.	.	i	0.8	i	58.8	-20.3	676	.	.	-1.0%
Cc1ccc(OCc2nnc(SCC(=O)Nc3nccs3)n2-c2ccccc2)cc1C
    -15.5	-9.4	i	8.1	4.5	2.3	5.4	.	.	i	1.1	i	57.7	-3.9	823	-11.3	1128	-0.1%
O=C1c2ccccc2C(=O)N1C/C=C/CN1C(=O)c2ccccc2C1=O
    -5.1	-13.0	i	-2.9	1.6	1.5	18.3	0.02	1259	.	.	.	.	9.0	699	0.7	1059	-0.6%
Cc1cc(-c2nnc(SCC(=O)Nc3ccccc3C(F)(F)F)o2)c(C)n1-c1ccccc1
    -3.2	5.2	i	14.5	1.2	1.4	4.8	0.69	828	i	0.4	i	43.7	4.6	743	-1.7	1110	0.2%
CC(=O)c1sc(NC(=O)COc2ccccc2)nc1C
    -11.0	-0.4	i	-9.6	2.1	3.5	6.6	.	.	i	0.3	i	34.6	3.7	660	-1.9	1018	1.8%
CC(Oc1ccc([N+](=O)[O-])cc1Cl)C(=O)Nc1ccc(C(N)=O)cc1 (stereo unspecified)
    -15.9	7.8	i	10.7	2.4	2.7	6.8	-0.28	1353	i	0.1	i	36.7	0.8	596	0.2	1464	0.3%
C=CCOc1c(Cl)cc(CNc2ccc(C)c(Cl)c2)cc1OC
    27.0	32.5	i	66.6	17.7*	62.8*	39.5*	-1.32	572	.	.	i	29.6	20.8	805	145.6*	513*	1.3%
CCOc1ccc(CN(C)C(=O)CCN2C(=O)c3ccccc3C2=O)cc1OC
    .	.	.	.	.	.	.	.	.	i	0.4	i	28.4	-22.4	824	.	.	0.2%
Cc1c(NC(=O)C(C)C)cccc1-c1nc2ncccc2o1
    .	.	.	.	.	.	.	.	.	i	0.3	i	54.8	-8.3	801	.	.	-0.8%
CC(C)C(=O)N1CCN(c2ccccc2NC(=O)c2ccc(C#N)cc2F)CC1
    -3.8	9.0	i	3.1	3.4	1.8	8.5	-0.66	1227	i	0.3	i	46.8	-42.0	600	-0.1	1084	0.4%
O=C(CN1CCCc2ccccc21)Nc1ccc(F)cc1[N+](=O)[O-]
    -0.9	4.2	i	-0.3	2.1	2.5	6.8	-0.28	1367	i	0.8	i	52.9	3.0	715	-4.4	1168	-0.8%
COC(=O)C1CSc2[nH]c(=O)sc2C1c1ccccc1 (stereo unspecified)
    13.0	-10.1	i	-10.0	2.2	1.2	5.3	.	.	i	3.4	i	45.2	-14.8	652	1.4	996	0.8%
COc1ccc(S(=O)(=O)Cc2ccc(C(=O)NC3CCCC3)o2)cc1
    6.4	-4.3	i	-0.2	3.8	1.8	4.4	0.41	1089	i	1.7	.	.	.	.	.	.	?
O=C(NCCc1ccc(Cl)cc1)c1cnccn1
    -2.8	-2.0	i	31.8	1.8	1.1	4.1	0.08	1324	i	0.0	i	65.6	-1.1	681	1.1	1148	-0.1%
O=Cc1c(-c2ccc(F)cc2)nc2ccccn12
    2.4	-10.8	i	15.9	3.1	3.5	1.3	0.55	1224	i	1.2	i	7.6	-3.4	708	-1.2	1033	0.3%
CCn1c(COc2ccc(=O)n(-c3ccccc3)n2)nnc1SCc1ccc(C)cc1
    19.5	-8.9	i	-1.2	1.5	2.0	7.6	.	.	i	0.4	i	46.5	.	.	.	.	-1.4%
CSc1n[nH]c(NCc2ccc(Cl)cc2)n1
    -12.8	-6.7	i	-6.2	4.0	3.1	1.6	.	.	i	0.7	i	57.4	-5.7	674	-3.5	507	0.1%
CC(=O)Nc1cccc(-c2nc3ccccc3s2)c1C
    -0.4	-5.3	i	-13.7	1.8	2.9	9.2	-0.31	1561	i	0.4	i	52.3	2.4	703	4.7	1270	-0.2%
O=C(/C=C/c1ccccc1Cl)N(Cc1ccc(Cl)cc1)C1CCS(=O)(=O)C1 (stereo unspecified)
    52.7	23.8	i	6.2	1.5	2.2	2.1	0.26	1186	i	1.1	i	24.9	-9.0	670	-1.0	918	-0.4%
CCN(CC)CCNC(=O)Cn1c(-c2ccccn2)nc2ccccc21
    61.3*	-37.8*	i	-10.9	2.7	2.4	3.2	0.57	1230	i	9.0	i	34.1	-18.6	767	-1.3	1117	-0.2%
CC(C)C(C)(C#N)NC(=O)CSc1nnc(C(F)(F)F)n1C (stereo unspecified)
    -4.2	5.2	i	-0.4	2.9	2.0	1.2	3.02*	1211*	i	0.8	i	39.9	.	.	-1.4	776	-0.2%
CN(C)c1ccnc(-n2cccc2/C=N/O)c1C#N
    -6.4	1.6	i	-19.4	4.5	1.8	4.0	-0.74	1340	i	0.3	i	53.1	-3.2	706	-1.0	1182	-0.4%
O=C(Nc1ccccc1)Nc1ccc(Br)c(Cl)c1
    44.8	11.4	i	-1.9	1.2	2.2	8.8	-1.36	739	i	0.8	i	48.4	-25.3	682	-0.8	986	-1.8%
CC(C)N=C(NC#N)SCc1ccc(F)cc1
    3.3	4.1	i	-5.4	4.4	2.5	11.0	.	.	i	4.3	i	55.1	.	.	-2.8	934	0.6%
N#CC1=C(N)SC(N)=C(C#N)C1c1cccc(O)c1
    -10.3	-17.6	i	0.5	3.7	1.4	0.3	.	.	i	10.9	i	5.8	.	.	.	.	-0.5%
O=C(NC(Cc1c[nH]c2ccccc12)C(=O)O)/C(=C\c1ccccc1)NC(=O)c1ccccc1 (stereo unspecified)
    .	.	.	.	.	.	.	.	.	i	2.3	i	13.4	-4.9	805	.	.	-0.3%
C=C1CCN(C(C(=O)OC)C(C)C)S(=O)(=O)c2ccccc21 (stereo unspecified)
    .	.	.	.	.	.	.	0.02	1097	i	1.9	i	17.5	1.2	658	-2.5	1226	-0.4%
COC(=O)NNC(=O)COc1ccc(Cl)cc1
    19.2	18.0	i	8.5	3.9	2.4	9.5	0.1	1140	i	0.7	i	14.8	0.4	772	-5.9	1155	-0.3%
CCN(Cc1ccccc1)C(=O)CSc1ccccc1C(=O)O
    -11.6	13.7	i	-5.6	3.2	3.4	7.5	-0.7	1301	i	0.3	i	23.9	26.9	695	-2.0	1055	0.2%
CN(Cc1c(F)cccc1Cl)c1nnnn1-c1ccccc1
    5.3	10.8	i	0.0	4.1	1.5	2.7	-0.31	1901	i	1.7	i	22.9	-16.5	611	-3.6	1094	-1.6%
CCN(CC)C(=O)CSc1nnc(-c2ccc(O)cc2)n1CC1CCCO1 (stereo unspecified)
    -6.7	5.0	i	-9.2	2.4	1.7	9.7	0.38	987	i	0.5	i	14.3	-6.6	775	-1.0	930	0.5%
COc1ccccc1-c1cc2nc(C)c(CCC(=O)NC(C)CCc3ccco3)c(C)n2n1 (stereo unspecified)
    14.3	2.8	i	3.9	2.8	3.0	6.1	-0.53	1017	i	0.9	i	28.3	.	.	.	.	0.4%
CCN(CC)C(=S)NCCc1ccccc1
    9.3	14.4	i	-0.2	2.3	2.5	8.1	0.45	1088	i	0.5	i	21.6	-10.0	605	0.1	1526	0.2%
Nc1nonc1OCCN1CCN(c2ccc([N+](=O)[O-])c3cccnc23)CC1
    .	.	.	.	.	.	.	-0.33	1066	i	0.5	i	45.3	-7.9	766	1.8	1341	-0.6%
Cc1cccc(C2CC(c3ccccc3)Nc3ncnn32)c1 (stereo unspecified)
    -8.8	6.5	i	-7.7	7.2	2.0	3.8	-0.66	846	i	1.2	i	51.5	.	.	-0.9	1160	-0.7%
N#Cc1ccccc1CSc1nc(N2CCCCC2)nc(N2CCCCC2)n1
    10.9	-21.1	i	3.1	3.4	0.2	33.3	-1.76	778	i	4.8	i	53.2	17.6	719	0.6	994	-0.4%
CC(C)CSc1nc2ccccc2c(=O)[nH]1
    -14.6	9.5	i	-2.7	4.2	1.7	5.4	0.22	1795	i	1.0	i	36.4	9.1	681	-1.8	1045	0.0%
CCCCOc1ccc(N=Cc2cccs2)cc1
    -17.4	-13.8	i	6.4	1.5	3.4	0.7	0.17	1238	i	3.9	i	9.5	23.1	678	-2.1	931	0.7%
Clc1ccc(-n2ncc3c(NCc4ccccn4)ncnc32)cc1
    4.1	8.5	i	38.7	3.8	4.3	16.8	.	.	i	0.9	i	13.4	-4.6	694	3.4	979	1.4%

# Bioassay records (PubChem BioAssay)
